GAA glycogen – GAA glycogen-cleavage inhibition or activation. P10253. recombinant GAA, glycogen substrate, Amplex Red glucose oxidase fluorescence. Potency, µM (doses to about 76.4 µM), inactives show at the top dose activity change, negative = inhibition, actives largely listed as inhibitors. 300,000 compounds, 0.38% hits. AID 2100; active means well fitted inhibition curve with a large enough effect; inconclusive means small, poorly fitted or top-dose-only effect, or another doubt; inactive means no such curve, though single readings can be large or run the other way;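 further: 0% = full enzyme reaction and -100% = no-enzyme basal signal; the screen sought inhibitors and activators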
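Recombinant enzyme (4 nM final) with compounds titrated up to 77 uM and bovine liver glycogen (30 ug) in citrate pH 5.0, 0.01% Tween-20, 37 C 40 min. Released glucose detected by Amplex Red/glucose oxidase (Ex 573/Em 610); AC50 from Hill fits.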
* hit, by the source's call; ? = inconclusive; [ ] = dose if it differs, or a comment. Potency means the concentration at half of the fitted maximal effect. A portion of the library; the hit share may differ from the screen's.

SMILES | GAA glycogen
Cc1ccc(S(=O)(=O)NCC(=O)N(CC(=O)NCC2CCCO2)Cc2ccccc2Cl)cc1 (centres undefined) | -2%
CCOc1ccc(C(=O)OCC(=O)N2CCCC2)cc1 | 4%
CCOc1ccc(S(=O)(=O)N2CCCCC2)cc1NC(=O)CN1C(=O)NC(CC)(c2ccccc2)C1=O (centres undefined) | -11%[76.3 µM]
CC(NC(=O)/C(C#N)=C/c1ccc(OCC(=O)O)cc1)c1ccccc1 (centres undefined) | -10%[76.3 µM]
CCOc1ccc2c(c1)C(C)=CC(C)(C)N2S(=O)(=O)c1ccc(NC(C)=O)cc1 | 6%[76.3 µM]
CC(=O)c1cccc(CN2CCCC(C(=O)Nc3ccc(-c4ccco4)cc3)C2)c1 (centres undefined) | 0%[76.3 µM]
O=C(NCCc1ccc(Cl)cc1Cl)c1cncc(Br)c1 | 0%
COc1ccc(C2=NO[C@H]3C[C@](C(=O)NC(C)C)(S(=O)(=O)c4ccccc4)C[C@@H]23)cc1 | 0%[76.3 µM]
O=C(NCCc1ccccc1)c1ccccc1[N+](=O)[O-] | 11%[76.3 µM]
CCOc1ccc(/C=N/NC(=O)c2cc3c(OC)cc(OC)c(OC)c3[nH]2)cc1 | ?
Cc1ccccc1S(=O)(=O)Cc1ccc(C(=O)NCCN(Cc2ccccc2)C(C)C)o1 | -15%[76.3 µM]
Cc1occc1C(=O)N1CCCC(N2CCN(c3cccc(Cl)c3)CC2)C1 (centres undefined) | -8%[76.3 µM]

In the list so far, two contain nitrogen in an aromatic ring:
SMILES | GAA glycogen
O=C(NCCc1ccc(Cl)cc1Cl)c1cncc(Br)c1 | 0%
CCOc1ccc(/C=N/NC(=O)c2cc3c(OC)cc(OC)c(OC)c3[nH]2)cc1 | ?

Some of the entries so far, field by field:
canonical_smiles: CC(NC(=O)/C(C#N)=C/c1ccc(OCC(=O)O)cc1)c1ccccc1 (centres undefined)
  GAA glycogen: -10%[76.3 µM]

canonical_smiles: CCOc1ccc2c(c1)C(C)=CC(C)(C)N2S(=O)(=O)c1ccc(NC(C)=O)cc1
  GAA glycogen: 6%[76.3 µM]

canonical_smiles: CC(=O)c1cccc(CN2CCCC(C(=O)Nc3ccc(-c4ccco4)cc3)C2)c1 (centres undefined)
  GAA glycogen: 0%[76.3 µM]

canonical_smiles: O=C(NCCc1ccc(Cl)cc1Cl)c1cncc(Br)c1
  GAA glycogen: 0%

Next records.
SMILES | GAA glycogen
O=C(COc1ccccc1Cl)NCCNC(=O)c1ccccn1 | -10%
Cc1nc2cc(Cl)ccc2c(=O)n1Cc1ccncc1 | 4%
CCC(C)C(NC(=O)C1CCC(=O)N1C(=O)OCc1ccccc1)C(=O)NC(Cc1ccccc1)C(N)=O (centres undefined) | -4%
O=C(c1ccc(NC2=NC3CS(=O)(=O)CC3S2)cc1)N1CCN(c2ccccc2)CC1 (centres undefined) | 2%[76.3 µM]
O=C(NCCc1nc2ccccc2[nH]1)C1CCC(=O)N(CCc2cccc(F)c2)C1 (centres undefined) | -2%[76.3 µM]
O=C(CN1CCN(S(=O)(=O)N2CCCCC2)CC1)Nc1cc(Cl)ccc1Cl | -5%
Cc1cc([N+](=O)[O-])ccc1NC(=O)CCC(=O)N1CCCCCC1 | 0%[76.3 µM]
Cc1ccc(N=C2S/C(=C/c3cccc(OCC(=O)O)c3)C(=O)N2C)cc1C | -5%
CCOC(=O)COc1coc(CN2CCN(c3ccc(F)cc3)CC2)cc1=O | 7%[76.3 µM]
CCOC(=O)C1CCCN(C(=O)CCCn2nnnc2CN2CCOCC2)C1 (centres undefined) | -3%[76.3 µM]
Cc1cccc(N2CCN(S(=O)(=O)c3c(C)[nH]c(C)c3C(=O)N3CCCC3)CC2C)c1 (centres undefined) | 10%[76.3 µM]
COc1cccc(-c2nc(CS(=O)CC(=O)NCCc3ccc(C)cc3)c(C)o2)c1 (centres undefined) | 0%[76.3 µM]
CNC(=O)CC1C(=O)N(c2ccc(F)cc2)C(=S)N1NC(=O)c1ccc(Cl)cc1 (centres undefined) | -20%
CSCC[C@H](NC(=O)c1cc2c([nH]c3ccccc32)c(-c2ccccc2)n1)C(=O)O | -2%
C=CCn1cc(C(=O)NCCCN(CC)CC)c(=O)c2cc(S(=O)(=O)N3CCC(C)CC3)ccc21 | -6%[76.3 µM]
Cn1ccnc1SCC(=O)c1ccc(OC(F)F)cc1 | 0%
CCOC(=O)C(CCC(C)=O)C(=O)c1ccccc1 (centres undefined) | 17%[76.3 µM]
COc1ccc(CNC(=O)CN(Cc2ccc(OC)cc2)C(=O)CCC(=O)Nc2ccccn2)cc1 | 1%
CN1C(=O)/C(=C\c2cccc(OCc3ccccc3)c2)SC1=S | -1%
O=S(=O)(Nc1cccc(-c2ccc(N3CCCCCC3)nn2)c1)c1ccc(C(F)(F)F)cc1 | -11%[76.3 µM]
CC(c1ccco1)N(C(=O)c1cc(Cl)cc(Cl)c1)c1ccccn1 (centres undefined) | -18%
CC(C)C(NS(=O)(=O)c1cccs1)C(=O)NCc1ccccc1 (centres undefined) | -9%
COc1ccc(C2c3ccc4ccccc4c3Oc3ncn(CCN(C)C)c(=N)c32)cc1 (centres undefined) | -3%
CCn1c(=O)c2sccc2n2c(CCCC(=O)NCc3cccnc3)nnc12 | -1%[76.3 µM]
CCc1nnc(NC(=O)CS(=O)(=O)Cc2ccccc2)s1 | 8%
CC(=O)c1ccc(N2CCN(C(=O)c3cc(-c4ccncc4)nc4ccc(Cl)cc34)CC2)cc1 | -3%[76.3 µM]
CCn1cc(C(=O)NN)c(=O)c2cc(F)c(NC3CCCCC3)cc21 | ?
O=C(O)c1ccc2c(=O)n3c(nc2c1)/C(=C/c1ccc(Cl)cc1Cl)CC3 | -2%
CCOc1ccccc1-c1nnc(CS(=O)(=O)c2ccccc2)o1 | 4%
Cc1cccc(CCNCc2c(C(=O)O)c(C)n(-c3ccccc3)c2C)c1 | -1%
Cc1c(C(=O)NCCc2ccccc2)oc2ccccc12 | -1%
COc1cccc(/C=C2\CCC(C3CCCC3)C2=O)c1 (centres undefined) | 0%
C=CCNc1nnc(Cc2ccc(F)cc2)c(=O)[nH]1 | 2%[76.3 µM]
O=C(CSc1nnc(-c2ccncc2)n1-c1ccccc1)NC1CC1 | -1%[76.3 µM]
COc1ccc(N2CCN(C(CNC(=O)C(C)C)c3ccc4c(c3)OCO4)CC2)cc1 (centres undefined) | -18%[76.3 µM]
CCC(C)NS(=O)(=O)c1ccc(NC(=O)C2CCN(C(=O)c3ccco3)CC2)cc1 (centres undefined) | 0%[76.3 µM]

Entries above that have an aryl thioether with sulfur outside any ring (2):
SMILES | GAA glycogen
Cn1ccnc1SCC(=O)c1ccc(OC(F)F)cc1 | 0%
O=C(CSc1nnc(-c2ccncc2)n1-c1ccccc1)NC1CC1 | -1%[76.3 µM]

(listing goes on)
SMILES | GAA glycogen
OC(CNCc1ccccc1Cl)COc1ccc(F)cc1 (centres undefined) | 7%
Cc1nnc(SCC(=O)Nc2ccccc2F)n1-c1ccc(F)cc1 | 2%
CSc1ncccc1C(=O)N1CCCC(N2CCN(c3ccccc3F)CC2)C1 (centres undefined) | -1%[76.3 µM]
O=C(Nc1cccc([N+](=O)[O-])c1)C1COc2ccccc2O1 (centres undefined) | -11%[76.3 µM]
O=C(CSc1nnc(-c2ccc(O)cc2)o1)Nc1ccccc1Br | 4%
O=C(O)c1cnn(-c2nc(-c3ccc(Cl)cc3)cs2)c1C(F)(F)F | -5%
COc1cccc(O)c1CN1CCC(C(=O)Nc2ccc(-c3cccc(C)c3)cc2)CC1 | 6%[76.3 µM]
Cc1cc(=O)[nH]c(N/N=C/c2ccc(Cl)cc2Cl)n1 | 5%
Cn1c(CC(=O)Nc2ccc(Cl)cc2)nnc1SCC(=O)N1CCOCC1 | 0%[76.3 µM]
CCC(=O)Nc1ccc2c(c1)ncn2CCc1ccccc1 | 3%
CCOC(=O)N1CCN(Cc2ccc(OCC(O)CN3CCCCC3)cc2)CC1 (centres undefined) | -1%[76.3 µM]
CN(Cc1ccccc1)C(=O)COc1cccnc1[N+](=O)[O-] | 10%
CN(C)S(=O)(=O)c1ccc(C(=O)NCC2CC2(Cl)Cl)cc1 (centres undefined) | -4%
COc1cccc(-c2c(C(=O)N/N=C/c3ccco3)nnn2-c2nonc2N)c1 | -6%[76.3 µM]
Cc1ccc(C(=O)CCC(=O)Nc2ccccc2F)cc1 | -5%[76.3 µM]
O=C(CCN1C(=O)/C(=C/c2ccc(Cl)cc2)SC1=S)Nc1cccnc1 | 12%
CCCCn1c(N)c(N(CCOC)C(=O)COC(=O)/C=C/c2ccc(Br)cc2)c(=O)[nH]c1=O | -3%[76.3 µM]
CCCC[C@]12Cc3ccccc3[C@H](O1)C1=C(O2)C(=O)c2ccccc2C1=O | -6%[15.3 µM]
CCNC(=S)N(CCN(CC)CC)Cc1cc2cc3c(cc2[nH]c1=O)OCO3 | 4%[76.3 µM]
COc1ccc(-c2c(C#Cc3ccsc3)c3ccccc3n2C)cc1 | 10%[76.3 µM]
CCOc1ccc(NC(=O)CN(C)C(=O)c2cn(-c3ccccc3)nc2-c2cccs2)cc1OCC | 5%[76.3 µM]
Nc1nc(Nc2ccccc2F)nc(N2CCCC2)c1[N+](=O)[O-] | -2%
COc1ccc(CCNC(=O)C(C)OC(=O)c2cccs2)cc1OC (centres undefined) | -1%
COC(C(=O)Nc1ccnn1C1CCN(Cc2ccccn2)CC1)c1ccccc1 (centres undefined) | -8%[76.3 µM]
COc1ccc(C(=O)c2cn[nH]c2-c2cc(C)ccc2O)cc1 | -8%
CC(C)c1ccc(-c2nnn(CC(=O)N3CCCCC3)n2)cc1 | -25%[76.3 µM]
O=C(CSc1nc2ccc(Cl)cc2[nH]1)NC1CCCC1 | -1%[76.3 µM]
Cc1cc(C)c(C#N)c(SCCN2CCCCC2)n1 | 1%
O=C(CSc1n[nH]c(-c2cccnc2)n1)Nc1ccc(Br)cc1 | -11%
COc1cccc(CNC(=O)Cn2ncn3cccc3c2=O)c1OC | 15%[76.3 µM]
O=C(COc1ccc(Br)cc1Cl)N1CCN(c2ccccn2)CC1 | 3%[76.3 µM]
Cc1ccc(OCC(=O)Nc2ccc3c(c2)nc(CCN2CCCCC2)n3C)cc1 | 2%[76.3 µM]
O=C(c1cccc(Oc2ccc([N+](=O)[O-])cc2Cl)c1)N1CCOCC1 | -8%[76.3 µM]
COc1cccc(C2NC(=O)NC(C)=C2C(=O)OCC2CCCCC2)c1 (centres undefined) | -10%[76.3 µM]
COC(CNC(=O)C1CCN(S(=O)(=O)c2ccc3nc4c(c(C(=O)O)c3c2)CC(C)CC4)CC1)OC (centres undefined) | -2%[76.3 µM]
CCc1ccc(-c2nc(SCC(=O)NC3CCCC3)n[nH]2)cc1 | 3%[76.3 µM]
C=CCOc1nc2sc(C)c(C)c2c(=O)n1-c1ccccc1 | 3%[76.3 µM]
O=C(N1CCN(Cc2ccc3c(c2)OCO3)CC1)C(Cl)(Cl)Cl | -4%[76.3 µM]
CSc1ccccc1OCc1cc(C(=O)N(C)C2CCCc3ccccc32)no1 (centres undefined) | -11%[76.3 µM]
CS(=O)(=O)c1ccc(C(=O)N(CCc2ccccc2)Cc2ccccc2)cc1 | 2%[76.3 µM]
C=CCNc1nc(C(=O)OCC(=O)c2ccc(C)c([N+](=O)[O-])c2)cs1 | -9%[76.3 µM]
C=CCNC(=O)c1cc2c(=O)n3ccccc3nc2s1 | 2%
CCN1C(=NCc2cc(OC)c(OC)c(OC)c2)N[C@@H](c2cccc(F)c2)C(C(=O)OC)=C1C | -7%[76.3 µM]
COC(CNC(=O)c1c[nH]c2ccc(S(=O)(=O)N(C)c3ccc(F)cc3)cc2c1=O)OC | 2%
O=C(CNC(=O)c1ccc2ccccc2c1)NCc1ccc(F)cc1 | -2%
CNC(=S)N(CCc1c(C)[nH]c2ccc(Cl)cc12)Cc1cccnc1 | -10%
O=C(O)CSc1c2c(nc3cc(C(=O)Nc4ccc(F)c(Cl)c4)ccc13)CCCC2 | -14%[76.3 µM]
O=C(CCCN1C(=O)/C(=C/c2cccc(Br)c2)SC1=S)N1CCOCC1 | 1%
Cc1ccc2c(cnn2C(=O)CCC(=O)NC2CCCCC2)c1 | 8%[76.3 µM]
Cc1cc(C)nc(Nc2ccc(O)cc2)n1 | 0%
Cc1cnc(NC(=O)C2CC(=O)N(c3cccc(Cl)c3)C2)s1 (centres undefined) | 0%[76.3 µM]
O=C1Nc2ccccc2C(=O)N2[C@H](c3ccc(F)cc3)[C@@H]3C(=O)N(Cc4ccccc4)C(=O)[C@@H]3[C@H]12 | 13%[76.3 µM]
CCCCCCCNC(=O)C1(CC2CC(c3ccc(Cl)cc3)=NO2)CCN(C(=O)C2CCCC2)CC1 (centres undefined) | 7%[76.3 µM]
COc1ccc(C)cc1NC(=O)n1ncc2cc(Cl)ccc21 | -1%
O=c1ccc(-c2ccc(S(=O)(=O)Nc3ccc(F)cc3)o2)n[nH]1 | -3%[76.3 µM]
COc1ccccc1NC(=O)c1cnc(SC)nc1 | 5%[76.3 µM]
CCOC(=O)c1c(S(=O)(=O)Nc2cccc(-c3ccno3)c2)c(C)n(C)c1C | 7%[76.3 µM]
Cc1ccccc1C(=O)N(Cc1cccs1)C1CCS(=O)(=O)C1 (centres undefined) | 11%

Source: PubChem (National Center for Advancing Translational Sciences (NCATS))
